Growth percent in the NCI-60 one-dose screen (48 h, 10 µM unless noted): 100 = growth as untreated, 0 = no growth, -100 = all killed.
MDA-MB-468: MDA-MB-468 breast cancer; 78,000 tested, 8.5% active
HOP-62: HOP-62 NSCLC. 80,000 tested, 3.9% active. AID 1794735
MDA-MB-435: MDA-MB-435 melanoma; AID 1794794; 82,000 tested, 7.8% active
K-562: K-562 leukemia; 78,000 tested, 7.4% active; AID 1794777
CCRF-CEM: CCRF-CEM leukemia. 77,000 tested, 7% active
RPMI-8226: RPMI-8226 leukemia cells | 77,000 tested, 7.5% active
MOLT-4: MOLT-4 leukemia cells | 80,000 tested, 6.9% active | AID 1794779
SR: SR leukemia cells; 73,000 tested, 8.7% active
* hit, by the source's call; / = not tested or not shown; [ ] = another dose, or the depositor's remark. The calls were made as follows: active = growth percent below 10; inactive = the rest.

SMILES	MDA-MB-468	HOP-62	MDA-MB-435	K-562	CCRF-CEM	RPMI-8226	MOLT-4	SR
CN1C(=O)/C(=C/c2ccc(C(=O)Nc3ncc(Cc4cccc(C(F)(F)F)c4)s3)cc2)SC1=S	-2.8*	59	-27*	48	7.8*	22	47	53
Cc1cc(N=Nc2ccc(NC(=O)c3ccc(N)cc3)cc2C)ccc1N=Nc1ccc(N=Nc2ccc3cc(S(=O)(=O)O)cc(S(=O)(=O)O)c3c2)c(C)c1	119	/	100	/	86	91	80	99
C=CCN1C(=O)/C(=C\c2ccc3c(c2)CCC3)SC1=S	116	76	109	103	103	92	86	93
c1ccc2c(c1)ccc1c(C3CO3)cccc12 (centres undefined)	117	110	103	105	96	113	94	98
O=C(C(=O)N1CCCC1)c1ccc(OC2OC(CO)C(O)C(O)C2O)cc1 (centres undefined)	133	102	106	98	129	117	108	/
Cc1cc(Nc2ccc(Cl)c(Cl)c2)nc(N)n1	54	98	98	87	99	81	79	78
CCCC(=O)NCCNc1nccc(Nc2ccc(S(=O)(=O)Nc3ccccn3)cc2)n1	105	97	100	91	89	84	82	84
CCCCCOc1ccccc1[N+](=O)[O-]	108	106	97	/	98	94	95	96
COc1ccc(NC(=S)NNC(=O)COc2ccc(-c3nc4ccccc4[nH]3)cc2OC)cc1	106	98	99	93	91	101	101	/
O=C(O)CCCSc1nc(-c2ccccc2)cc(-c2ccccc2)n1	108	107	97	106	103	101	108	115
O=[N+]([O-])c1cccc2cnccc12	119	97	101	111	105	114	100	96
CC(Br)C(C)C(Cl)(Cl)Cl (centres undefined)	97	99	106	111	/	107	110	114
CC(C)(C)c1ccc([N+](=O)[O-])cc1Br	106	96	103	97	106	110	95	94
O=C(Nc1ccc(Cl)cc1)C(=S)N1CCOCC1	105	104	100	96	105	99	99	102
COc1cc2c(cc1OC)-c1ccc3cc4c(cc3c1N(CCCN1CCCCC1)C2)OCO4	56	56	70	17	20	15	6.0*	-7.5*
O=C1Nc2ccc(Cl)cc2/C1=C/c1c[nH]c2ccccc12	66	91	102	67	66	74	47	60
Cc1cccc([N+](=O)[O-])c1C	102	106	117	93	111	107	56	50
O=C(O)c1cc(N=Nc2cccc([N+](=O)[O-])c2)ccc1O	115	107	120	95	84	98	93	83
O=C(Nc1ncc(Cc2cc(Cl)ccc2Cl)s1)C1CCCCC1	64	95	44	42	82	89	89	53
O=C(NNC(=S)Nc1ccccc1)c1ccc(Nc2ncnc3c2cnn3-c2cccc(F)c2)cc1	103	94	104	106	110	101	110	114
Fc1ccc(-c2ccc(F)cc2)cc1	101	95	113	97	98	101	96	91
Cc1noc(C)c1C(=O)Nc1nc(-c2ccccc2)cs1	94	102	89	88	91	81	102	/
O=C(Nc1ccccc1F)C1=NCCCCN1	99	100	101	99	100	98	101	100
CCCCCCCCCCCCCCCC[N+](C)(C)CCCNS(=O)(=O)c1ccc(C(C)(C)C)cc1	97	114	103	96	99	84	92	95
CCN1C(=O)N(CC)C2Nn3c(s/c(=C\c4ccccc4Br)c3=O)=NC21 (centres undefined)	12	37	-62*	11	15	35	23	16
CCCCNc1ccc(-c2ccc(NCCCC)cc2)cc1	30	91	41	47	52	62	69	44
CC(=O)NC(C)C(=O)NC1CCCCCC1 (centres undefined)	108	102	102	139	104	112	131	139
O=C(Nc1ccc2c(ccn2Cc2ccc(F)cc2)c1)c1ccnnc1	87	64	92	79	/	67	98	72
C[n+]1c(/C=C\c2ccc(Cl)cc2)ccc2ccccc21	16	100	96	30	86	37	89	/
NNC(=O)C(O)C(O)C(O)C(O)CO (centres undefined)	114	111	98	105	/	107	111	91

Part of the list above in order of molecular weight, smallest number first:
SMILES	MDA-MB-468	HOP-62	MDA-MB-435	K-562	CCRF-CEM	RPMI-8226	MOLT-4	SR
O=C(Nc1ccccc1F)C1=NCCCCN1	99	100	101	99	100	98	101	100
Cc1noc(C)c1C(=O)Nc1nc(-c2ccccc2)cs1	94	102	89	88	91	81	102	/
O=C(Nc1ccc2c(ccn2Cc2ccc(F)cc2)c1)c1ccnnc1	87	64	92	79	/	67	98	72

Next results:
SMILES	MDA-MB-468	HOP-62	MDA-MB-435	K-562	CCRF-CEM	RPMI-8226	MOLT-4	SR
OC1(c2ccccc2)Oc2ccccc2C(c2ccccc2)C1c1ccccc1 (centres undefined)	66	82	74	64	76	53	54	82
Clc1ccc(C2=CSC3N=C(c4ccc(Cl)cc4)C=C(c4ccco4)N23)cc1 (centres undefined)	/	101	116	110	101	71	106	108
CNC(=O)c1cc(Oc2ccc3nc(NC(=O)Nc4ccc(Cl)cc4)sc3c2)ccn1	55	6.5*	64	66	83	82	85	43
O=C(Cc1ccccc1)c1ccc(O)cc1	105	101	104	90	102	/	91	88
COc1cc(-c2nc3cc(C)ccn3c2N)ccc1O	97	109	97	95	91	98	92	91
CC(=O)c1ccc(N=C2N=c3ccccc3=C/C2=C\c2sc(=O)[nH]c2O)cc1	22	84	74	51	36	26	64	31
COc1ccc(C(=O)/C=N/O)cc1	105	101	103	103	/	92	98	98
OCC1=CC(O)C2C=COC(OC3OC(CO)C(O)C(O)C3O)C12 (centres undefined)	110	89	101	99	101	108	93	93
CCOc1nc(-c2cccs2)n2nc(-c3ccco3)cc2n1	43	119	101	97	88	80	104	101
N#Cc1cccc(NC(=O)c2oc3ccccc3c2-c2cnn(-c3ccccc3)c2)c1	67[50 µM]	93[50 µM]	98[50 µM]	4.9*[50 µM]	-21*[50 µM]	-16*[50 µM]	-5.0*[50 µM]	3.0*[50 µM]
O=C(OCCCCI)c1ccccc1	100	99	98	97	90	106	96	96
O=S(=O)(Nc1cccnc1Sc1ccccc1)c1cc(Cl)ccc1Cl	90	97	108	86	104	103	102	92
O=C1CC(c2ccccc2O)Oc2ccccc21 (centres undefined)	84	91	109	88	98	80	96	72
O=c1[nH][n+](-c2no[n+]([O-])c2-c2ccc(Cl)cc2)no1	117	102	99	92	95	/	99	92
Nc1nc(-c2cc3ccccc3oc2=O)co1	107	94	107	106	95	96	101	114
CCOC(CNCc1cc(C)c2[nH]c3ccccc3c2c1C)OCC	68	98	92	34	77	/	63	77
COc1ccc(-c2nn(-c3cccc(Cl)c3)cc2-c2cc(-c3ccc(Br)cc3)nc(=S)[nH]2)cc1	103	94	107	95	93	82	95	87
CCCCCc1ccc(S(=O)(=O)Nc2cccc(-c3csc(NC(=O)CCCCCN4CCN(CCO)CC4)n3)c2)cc1	85	85	37	-21*	47	7.5*	15	-19*
COc1cccc(/C=N/N=C(N)N)c1	90	104	114	94	108	104	115	93
COc1ccc(C2C(C(=O)Nc3cccc(OC)c3)c3ccccc3C(=O)N2C2CCCCC2)cc1 (centres undefined)	69	100	82	50	67	49	42	45
O=c1oc2ccccc2cc1-c1nn(-c2ccccc2)cc1-c1nc2ccccc2[nH]1	76	/	98	100	/	/	87	80
Cc1ccc2nc(-c3ccc(-c4nnc(SCC(=O)Nc5ccc(Br)cc5)o4)cc3)[nH]c2c1	81	73	60	7.9*	38	41	16	16
CCOC(=O)C1=C(C)N=C2SC=C(c3ccccc3)N2[C@H]1c1cn[nH]c1-c1ccccc1	90	84	96	92	85	99	91	55
CC1(C)[C@@H](O)CC[C@]2(C)[C@H]3CC[C@@H]4[C@H]5[C@H](C(=O)/C=C\c6ccc([N+](=O)[O-])cc6)CC[C@]5(O)CC[C@@]4(C)[C@]3(C)CC[C@@H]12	36	87	36	27	12	12	23	1.0*
CC(=O)c1c(O)c(C)c(O)c2c1OC1=CC(=O)/C(=C(/C)N)C(=O)C12C (centres undefined)	75	95	103	83	93	69	73	69
CCOC(=O)/C(C#N)=N/Nc1ccc(Cl)cc1	90	121	93	101	93	92	89	86
Nc1ncnc2sc(-c3ccccc3)c(-c3ccccc3)c12	67	69	87	70	68	65	49	/
CCC1(CC)C(OC)NC(Br)=C(C#N)C1(C#N)C(N)=O (centres undefined)	/	/	107	92	100	132	88	57
Cc1ccc(-n2cnc3c(=O)[nH]cnc32)cc1[N+](=O)[O-]	101	109	106	103	100	/	103	104
O=C(Nc1ccncn1)c1noc2ccccc12	97	94	101	92	93	98	97	89
CCCn1c(=O)[nH]c(N)c(C(c2cccc(OC)c2)c2c(N)[nH]c(=O)n(CCC)c2=O)c1=O	92	92	101	100	90	91	93	85
CCOc1ccc(-c2nnc(-c3ccc(OCC)cc3)n2-c2cc(OC)c(OC)c(OC)c2)cc1	104	86	101	95	87	93	83	82
CCOC(=O)c1cnn2c(-c3ccccc3O)nc(NCc3ccccc3)nc12	102	61	97	/	72	/	63	68
COc1ccc(C2C(C#N)=C(N)N(c3ccc(F)cc3F)C3=C2C(=O)CC(C)(C)C3)cc1OC (centres undefined)	116	100	107	99	99	/	102	/
N#Cc1c(-c2ccc(Cl)cc2)cc(-c2ccc(Br)s2)[nH]c1=O	98	100	104	90	104	94	98	110
O=C(Nc1ccc2c(c1)C(=O)c1ccccc1-2)c1ccccc1	86	44	101	81	101	63	98	82
CC1(c2ccccc2)CCC(=O)NC1 (centres undefined)	101	109	101	/	96	103	96	98
CC(C)c1ccc(C2OCC(C)(C)C(C(C)C)O2)cc1 (centres undefined)	97	107	103	104	110	112	94	95
COc1cc(Cn2nc(-c3cc(OC)c(OC)c(OC)c3)c3c2CCc2cnoc2-3)cc(OC)c1OC	80	94	81	/	86	85	80	/
CC12CC3CC1C(C(=O)O2)C3C(=O)O (centres undefined)	103	99	109	96	101	108	100	93
Clc1ccc(C=Nc2ccc(Nc3ncnc4sc5c(c34)CCN(Cc3ccccc3)C5)cc2)cc1	96	93	108	99	107	99	89	86
O=C(CNc1ccc(Br)cc1Cl)Cn1cc(COc2ccc(C=Nc3cnc4ccccc4c3)cc2)nn1	100	101	109	96	102	115	111	99

Laid out differently: 23 of the compounds above.
smiles | MDA-MB-468 | HOP-62 | MDA-MB-435 | K-562 | CCRF-CEM | RPMI-8226 | MOLT-4 | SR
COc1ccc(C2C(C(=O)Nc3cccc(OC)c3)c3ccccc3C(=O)N2C2CCCCC2)cc1 (centres undefined) | 69 | 100 | 82 | 50 | 67 | 49 | 42 | 45
O=c1oc2ccccc2cc1-c1nn(-c2ccccc2)cc1-c1nc2ccccc2[nH]1 | 76 | / | 98 | 100 | / | / | 87 | 80
Cc1ccc2nc(-c3ccc(-c4nnc(SCC(=O)Nc5ccc(Br)cc5)o4)cc3)[nH]c2c1 | 81 | 73 | 60 | 7.9* | 38 | 41 | 16 | 16
CCOC(=O)C1=C(C)N=C2SC=C(c3ccccc3)N2[C@H]1c1cn[nH]c1-c1ccccc1 | 90 | 84 | 96 | 92 | 85 | 99 | 91 | 55
CC1(C)[C@@H](O)CC[C@]2(C)[C@H]3CC[C@@H]4[C@H]5[C@H](C(=O)/C=C\c6ccc([N+](=O)[O-])cc6)CC[C@]5(O)CC[C@@]4(C)[C@]3(C)CC[C@@H]12 | 36 | 87 | 36 | 27 | 12 | 12 | 23 | 1.0*
CC(=O)c1c(O)c(C)c(O)c2c1OC1=CC(=O)/C(=C(/C)N)C(=O)C12C (centres undefined) | 75 | 95 | 103 | 83 | 93 | 69 | 73 | 69
CCOC(=O)/C(C#N)=N/Nc1ccc(Cl)cc1 | 90 | 121 | 93 | 101 | 93 | 92 | 89 | 86
Nc1ncnc2sc(-c3ccccc3)c(-c3ccccc3)c12 | 67 | 69 | 87 | 70 | 68 | 65 | 49 | /
CCC1(CC)C(OC)NC(Br)=C(C#N)C1(C#N)C(N)=O (centres undefined) | / | / | 107 | 92 | 100 | 132 | 88 | 57
Cc1ccc(-n2cnc3c(=O)[nH]cnc32)cc1[N+](=O)[O-] | 101 | 109 | 106 | 103 | 100 | / | 103 | 104
O=C(Nc1ccncn1)c1noc2ccccc12 | 97 | 94 | 101 | 92 | 93 | 98 | 97 | 89
CCCn1c(=O)[nH]c(N)c(C(c2cccc(OC)c2)c2c(N)[nH]c(=O)n(CCC)c2=O)c1=O | 92 | 92 | 101 | 100 | 90 | 91 | 93 | 85
CCOc1ccc(-c2nnc(-c3ccc(OCC)cc3)n2-c2cc(OC)c(OC)c(OC)c2)cc1 | 104 | 86 | 101 | 95 | 87 | 93 | 83 | 82
CCOC(=O)c1cnn2c(-c3ccccc3O)nc(NCc3ccccc3)nc12 | 102 | 61 | 97 | / | 72 | / | 63 | 68
COc1ccc(C2C(C#N)=C(N)N(c3ccc(F)cc3F)C3=C2C(=O)CC(C)(C)C3)cc1OC (centres undefined) | 116 | 100 | 107 | 99 | 99 | / | 102 | /
N#Cc1c(-c2ccc(Cl)cc2)cc(-c2ccc(Br)s2)[nH]c1=O | 98 | 100 | 104 | 90 | 104 | 94 | 98 | 110
O=C(Nc1ccc2c(c1)C(=O)c1ccccc1-2)c1ccccc1 | 86 | 44 | 101 | 81 | 101 | 63 | 98 | 82
CC1(c2ccccc2)CCC(=O)NC1 (centres undefined) | 101 | 109 | 101 | / | 96 | 103 | 96 | 98
CC(C)c1ccc(C2OCC(C)(C)C(C(C)C)O2)cc1 (centres undefined) | 97 | 107 | 103 | 104 | 110 | 112 | 94 | 95
COc1cc(Cn2nc(-c3cc(OC)c(OC)c(OC)c3)c3c2CCc2cnoc2-3)cc(OC)c1OC | 80 | 94 | 81 | / | 86 | 85 | 80 | /
CC12CC3CC1C(C(=O)O2)C3C(=O)O (centres undefined) | 103 | 99 | 109 | 96 | 101 | 108 | 100 | 93
Clc1ccc(C=Nc2ccc(Nc3ncnc4sc5c(c34)CCN(Cc3ccccc3)C5)cc2)cc1 | 96 | 93 | 108 | 99 | 107 | 99 | 89 | 86
O=C(CNc1ccc(Br)cc1Cl)Cn1cc(COc2ccc(C=Nc3cnc4ccccc4c3)cc2)nn1 | 100 | 101 | 109 | 96 | 102 | 115 | 111 | 99

Screening data deposited in PubChem BioAssay by NCI.
